yeast bub3: NCI yeast anticancer drug screen, S. cerevisiae bub3 mutant strain | actives 9.9% (n = 78,000) | % growth inhibition at 50 µM;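 further: 0% = growth of vehicle-only cultures of the same strain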
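Steps: expose the mutant yeast strain to compound; grow alongside vehicle-treated cultures; measure growth; express inhibition against the vehicle cultures.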
sgs1 mgt1: NCI yeast anticancer drug screen, S. cerevisiae sgs1 mgt1 strain | growth inhibition, % at 50 µM | actives 10% (n = 78,000);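 further: 0% = growth of vehicle-only cultures of the same strain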
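Growth of a repair-deficient yeast mutant was monitored after compound treatment and expressed as inhibition relative to vehicle-treated cultures.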
yeast mec2-1: NCI yeast anticancer drug screen, S. cerevisiae mec2-1 strain. growth inhibition, % at 50 µM. actives 9% (n = 79,000);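 further: 0% = growth of vehicle-only cultures of the same strain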
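Growth inhibition is read against vehicle-treated controls after compound exposure of the mec2-1 yeast strain, which is defective in DNA damage repair or cell cycle control.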
yeast rad50: NCI yeast anticancer drug screen, S. cerevisiae rad50 strain | actives 10% (n = 79,000) | % growth inhibition at 50 µM;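 further: 0% = growth of vehicle-only cultures of the same strain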
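Compounds were tested on a yeast strain with an engineered DNA damage repair alteration; the reported value is growth inhibition normalised to vehicle treatment.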
yeast cln2 rad14: NCI yeast anticancer drug screen, S. cerevisiae cln2 rad14 strain; % growth inhibition at 50 µM; actives 8.3% (n = 78,000);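 further: 0% = growth of vehicle-only cultures of the same strain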
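Yeast strain cln2 rad14, bearing defects in cell cycle control and DNA repair, serves as the test system; values reflect growth inhibition compared with vehicle.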
yeast mlh1 rad18: NCI yeast anticancer drug screen, S. cerevisiae mlh1 rad18 strain. growth inhibition, % at 50 µM. actives 11% (n = 79,000). AID 175;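 further: 0% = growth of vehicle-only cultures of the same strain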
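Vehicle-treated cultures served as the reference for growth inhibition in a yeast strain carrying DNA damage repair alterations exposed to each compound.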
Numbers without * were called inactive; & = joins results of further samples. No stated cut-off is given here; in the data, active means growth inhibition above about 70%; inactive means the rest.

SMILES	yeast bub3	sgs1 mgt1	yeast mec2-1	yeast rad50	yeast cln2 rad14	yeast mlh1 rad18
CN(/N=C\c1ccc(Cl)cc1)C(c1ccc(Cl)cc1)N(C)/N=C/c1ccc(Cl)cc1 (centres undefined)	16.6	80.2*	9.5	29.0	45.5	30.2
C/C(=N\NC(N)=O)c1cc2cc([N+](=O)[O-])ccc2oc1=O	-12.6	16.1	23.6	-2.2	-7.8	8.5
CC1=NOC2(C1)C(=O)Nc1ccccc12 (centres undefined)	2.9	8.6	9.5	23.2	11.3	18.4
CC(=O)NC1C(CO)OC2OC(C)(C)OC21 (centres undefined)	-17.9	6.8	1.9	-0.3	2.7	2.9
CC1/C(=N/O)CC(c2ccccc2)N(N=O)C1c1ccccc1 (centres undefined)	13.6	57.5	46.2	62.8	18.8	46.0
CCOP(=O)(OCC)/C(C#N)=C/c1ccc2c(c1)OCO2	3.5	-5.8	-6.0	14.3	0.1	-13.1
O=S1(=O)CC2C(C1)C1(c3ccccc3)OC2(c2ccccc2)c2ccccc21 (centres undefined)	11.9	68.5	40.2	48.3	24.8	61.0
Cc1ccc(NCCN(C)C)c2c(=O)c3ccc(O)cc3sc12	98.2*	93.0*	98.9*	98.5*	63.5	99.2*
O=[N+]([O-])c1ccc(N=Nc2c(O)[nH]c3ccccc23)c([N+](=O)[O-])c1	-42.2	-45.1	-40.0	2.8	-150.6	9.9
CCN=C(N)/N=C(\N)C(Cl)(Cl)Cl	13.3	-10.8	-0.4	7.5	-39.9	5.8
COc1ccc2nc(NC(=O)C(=O)C(C)C(=O)c3ccc(Cl)cc3)sc2c1 (centres undefined)	-2.5	-8.7	4.8	-10.1	-5.9	-0.2
CC1CSC(C)(C)C(=O)N1 (centres undefined)	13.8	2.4	14.8	16.2	-26.8	19.9
CCOC(=O)CNNC(=O)C(O)C(O)C(O)C(O)CO (centres undefined)	-3.2	-1.1	-1.1	-24.4	2.4	0.7
CCCCCCCCCCCCCCCCOCC(COP(=O)([O-])OCC[N+](C)(C)C)OCCCCCCCCCCCCCCCC (centres undefined)	-8.2	-3.9	-19.4	-16.2	-25.4	5.2
NNC(=O)C(CC(C(=O)NN)C(=O)NN)C(=O)NN	13.9	5.2	-1.5	47.5	-22.5	29.7
OC(c1ccccc1)C(Cc1ccccc1)N1CCCCC1 (centres undefined)	7.7	23.2	1.3	2.4	-4.5	5.3
C=CC1(c2ccc(OC)cc2)OCCCO1	90.8*	87.5*	92.4*	89.7*	88.7*	89.0*
CN(C)CCOc1ccccn1	-21.7	-5.3	-27.4	9.4	7.8	0.3
CCCCCCCCC(=O)OC1CCCCC1	9.5	-14.4	-10.1	-6.3	4.2	-0.6
NCCCOc1ccccc1	-7.0	-5.1	-7.8	-3.6	-10.3	-9.3
CN1COCN=C1NC#N	-3.7	1.4	6.8	9.2	0.0	4.2
Nc1nc(=O)[nH]nc1SCc1ccccc1	10.0	1.1	0.1	39.2	2.5	10.5
C[C@H]1C[C@H]2[C@@H]3CC[C@@]4(OCC4=O)[C@@]3(C)C[C@H](O)[C@]2(F)[C@@]2(C)C=CC(=O)C=C12	17.4	1.6	-24.4	-16.6	-34.9	0.3
O=C(O)CCSc1ccc([N+](=O)[O-])cc1	-11.5	-4.8	-18.6	-7.3	-44.1	52.6

Part of the list above, showing only yeast mlh1 rad18, yeast bub3 and yeast rad50.
mol	yeast mlh1 rad18	yeast bub3	yeast rad50
CCOC(=O)CNNC(=O)C(O)C(O)C(O)C(O)CO (centres undefined)	0.7	-3.2	-24.4
CCCCCCCCCCCCCCCCOCC(COP(=O)([O-])OCC[N+](C)(C)C)OCCCCCCCCCCCCCCCC (centres undefined)	5.2	-8.2	-16.2
NNC(=O)C(CC(C(=O)NN)C(=O)NN)C(=O)NN	29.7	13.9	47.5
OC(c1ccccc1)C(Cc1ccccc1)N1CCCCC1 (centres undefined)	5.3	7.7	2.4
C=CC1(c2ccc(OC)cc2)OCCCO1	89.0*	90.8*	89.7*
CN(C)CCOc1ccccn1	0.3	-21.7	9.4
CCCCCCCCC(=O)OC1CCCCC1	-0.6	9.5	-6.3

Following part
SMILES	yeast bub3	sgs1 mgt1	yeast mec2-1	yeast rad50	yeast cln2 rad14	yeast mlh1 rad18
CCOC(=O)N1C2C=CC(=O)C(C=C2)N1C(=O)OCC (centres undefined)	86.7*	85.1*	85.5*	72.8*	67.8	94.3*
S=C=Nc1ccc(CSc2nc3ccccc3[nH]2)cc1	9.4	12.8	-9.2	0.8	2.4	-11.2
Cc1ccc(Nc2nc(NS(=O)(=O)c3cc(C(=O)Nc4ccc(Cl)cc4)c(Cl)cc3S)n[nH]2)cc1	20.7	1.6	-7.6	9.9	6.5	17.9
COc1cc2c(cc1OC)C(C(CO)CO)N(CC(O)CCl)CC2 (centres undefined)	-13.9	-26.0	-16.1	-25.6	-6.7	-30.8
N#CCCN(CCCN1CCOCC1)C(=S)Nc1cccc(C(F)(F)F)c1	49.8	71.1*	35.8	42.9	59.5	36.0
CCCOC(=O)c1ccc(Cl)c(Cl)c1	-6.2	2.5	7.8	10.6	-58.2	5.9
COC(=O)C(Cc1ccc([N+](=O)[O-])cc1)NC(=O)C(CC(=O)OC(C)(C)C)NC(=O)OC(C)(C)C (centres undefined)	25.7	13.1	12.5	39.8	1.2	-3.6
Cc1cccc2c1Oc1ccccc1C2N1C(=O)/C(=C/c2ccccc2)SC1=S (centres undefined)	13.2	37.8	22.6	14.8	30.6	38.0
O=C1CN(C=C2C(=O)NC(=O)NC2=O)C(=S)N1	-22.3	-43.0	-23.7	-53.8	-36.7	-71.2
Oc1ccccc1-c1nnc2sc3c(Cl)c4nn5c(-c6ccccc6O)nnc5sc4c(Cl)c3nn12	-10.2	13.8	2.6	7.5	35.8	5.2
CCCC(CC)=C(c1ccc(OC(C)=O)cc1)c1ccc(OC(C)=O)cc1	31.0	51.5	24.3	44.4	38.9	54.7
COc1ccc2c3c(c(C(=O)O)oc13)CCC2	-15.3	-3.8	-3.0	3.9	-5.8	16.8

2 of these compounds in a different format.
mol: Cc1cccc2c1Oc1ccccc1C2N1C(=O)/C(=C/c2ccccc2)SC1=S (centres undefined)
  yeast bub3: 13.2
  sgs1 mgt1: 37.8
  yeast mec2-1: 22.6
  yeast rad50: 14.8
  yeast cln2 rad14: 30.6
  yeast mlh1 rad18: 38.0

mol: O=C1CN(C=C2C(=O)NC(=O)NC2=O)C(=S)N1
  yeast bub3: -22.3
  sgs1 mgt1: -43.0
  yeast mec2-1: -23.7
  yeast rad50: -53.8
  yeast cln2 rad14: -36.7
  yeast mlh1 rad18: -71.2

The results go on.
SMILES	yeast bub3	sgs1 mgt1	yeast mec2-1	yeast rad50	yeast cln2 rad14	yeast mlh1 rad18
COc1ccc2c3c(ccc2c1)C1CC(=O)CC1CC3 (centres undefined)	61.0	54.8	-11.2	30.6	12.2	14.7
Cc1ccc2c(c1)SSc1ccc(C)cc1SS2	73.2*	75.7*	27.9	81.0*	55.5	64.8
Cc1cccc2c1-c1c(C)cccc1C(Cl)S(=O)(=O)C2 (centres undefined)	6.8	-9.1	-4.6	1.2	4.5	-1.6
CC(=O)NCCC(=O)NCCSC(C)=O	-3.4	18.9	-12.0	-15.0	6.2	9.2
CN(C)/N=C1/CCCCC1C(O)(c1ccccc1)c1ccccc1 (centres undefined)	-58.8	-15.4	-19.8	-20.7	-73.3	-10.7
NCC1OC(OC2C(CO)OC(OC3C(O)C(N)CC(N)C3OC3OC(CO)C(O)CC3N)C2O)C(N)C(O)C1OC1OC(CO)C(O)C(O)C1O (centres undefined)	1.2	1.4	-9.5	15.6	31.1	8.7
CC(=O)Nc1[nH]ncc1C#N	13.3	-0.2	-8.0	3.0	-12.4	18.0
CCC[CH2][Sn]([CH2]CCC)([O]C(=O)c1cc(OC)c(OC)cc1OC)[O]C(=O)c1cc(OC)c(OC)cc1OC	87.2*	90.1*	91.5*	89.8*	91.2*	89.5*
CCOc1ccc(NC(C)=S)cc1	-8.3	3.0	-8.4	-7.1	-18.5	12.1
CCOC(=O)c1ccc(-n2[nH]nc(C(N)=O)c2=O)cc1	-30.3	-35.5	-9.8	-14.8	-3.4	2.8
COc1ccc(C(c2ccc(OC)cc2)c2ccccc2C(=O)O)cc1	18.1	35.1	27.1	37.8	35.9	54.9
CN1CCC(=O)c2ccccc21	7.5	5.4	-15.4	2.4	4.5	11.8
COc1ccc(N2C(=O)C3c4[nH]c5ccccc5c4C4CCC(C(C)(C)C)CC4C3C2=O)cc1OC (centres undefined)	44.2	14.8	18.4	46.8	-3.4	38.1
O=Cc1c(CO)cc(O)c(O)c1O	2.9	16.1	-0.1	-12.4	-30.6	6.5
NC(CSSCC(N)C(=O)NC(Cc1ccccc1)C(=O)O)C(=O)NC(Cc1ccccc1)C(=O)O (centres undefined)	0.2	-8.8	-10.9	-12.9	-16.5	-23.1
O=C(/C(C=NC(=S)c1ccncc1)=C(/O)C1=CC=CCC1)c1ccccc1	1.1	-29.1	-14.6	-22.6	10.2	-18.1
CCC[CH2][Sn]([CH2]CCC)([O]C(=O)c1cc(F)cc(F)c1)[O]C(=O)c1cc(F)cc(F)c1	67.7	16.4	52.4	22.4	36.2	68.1
O=C1CC2C3CC(Br)C4C3CC2C14 (centres undefined)	7.2	1.8	-0.2	5.0	6.5	4.8
CC(Cl)(CO)CO	2.9	12.0	-22.8	2.3	20.6	5.2
COC(=O)C1(C)CCCC2(C)C3CCC4CC3(C=C4CO)CCC12 (centres undefined)	80.7*	86.5*	43.1	53.0	73.5*	50.4
CN(Cc1ccccc1)CC(O)c1cc(-c2ccc(Cl)cc2)nc2ccccc12 (centres undefined)	98.0*	99.2*	98.5*	98.8*	98.4*	98.3*
CSc1ccc(NC(=O)Oc2cc3ccccc3cc2C(=O)Nc2ccc(Cl)cc2)cc1	-3.0	34.0	26.9	27.9	13.7	31.9
O=C1OC(c2ccccc2)(c2ccc(-c3ccc(O)cc3)cc2)c2ccccc21 (centres undefined)	95.8*	96.8*	97.6*	95.6*	95.3*	96.7*
Cc1nc2ccccc2c(=O)n1NC(=S)Nc1cccc(Cl)c1	-8.2	28.1	-35.3	7.3	-12.8	-26.8
CCCCC(=CC(C)(C)C)CCCC	20.6	-7.7	-2.4	22.9	8.0	14.5
CCOc1ccc(O)c(CN2CCN(Cc3cc(OCC)ccc3O)CC2)c1	-4.0	-12.1	4.1	1.2	-7.9	13.7
CNc1nc2c(=O)[nH]c(N)nc2n1C1OC(CO)C(O)C1O (centres undefined)	-6.4	-8.2	-20.3	-24.4	-3.0	-13.6
CC(=O)OC(C)N(C(C)=O)c1ncc([N+](=O)[O-])s1 (centres undefined)	46.5	-3.0	2.4	-21.8	-14.3	4.5
CC(=O)NC1=C(Cl)C(=O)c2ccccc2C1=O	99.4*	99.7*	99.5*	99.5*	98.8*	99.5*
CC(=O)Oc1ccc2c(c1)C(=O)CCCCCC(=O)O2	-2.4	6.8	4.2	19.2	-0.2	-10.8
CCOCc1cc(Cc2cc(COCC)c3cccnc3c2O)c(O)c2ncccc12	0.5	39.6	16.7	55.7	10.2	16.2
C1CCCC2(CCC1)OCCO2	17.1	-4.0	10.4	0.7	-9.6	1.6
CN(C)/C(N)=N/S(=O)(=O)c1ccc(C#N)cc1	4.7	-0.2	2.9	5.0	6.1	2.5
Cc1ccc(N=C2OC(=O)c3ccccc32)cc1	9.9	0.1	-4.0	-3.8	-39.5	32.7
C=CCOc1cc(C)ccc1C	0.3	-9.9	-24.4	-23.2	10.2	-17.4
CCOC(=O)Cn1c(=O)c2ccccc2c2cc(Br)ccc21	-3.9	11.1	19.1	-9.8	6.4	-23.4
COc1ccc(-c2coc3c4c(ccc3c2=O)OCO4)cc1OC	-8.4	0.5	-13.4	3.6	7.2	-30.8
COc1ccc(C[n+]2ccc3c([N+](=O)[O-])cccc3c2)cc1	-28.5	-22.1	64.8	32.0	-38.0	-31.7
C(/Cc1ccc2c(c1)OCO2)=N\NC1=NCCCN1	-0.9	3.5	6.6	0.3	-26.2	4.7
OCC1OC(N2CCN(C3OC(CO)C(O)C(O)C3O)CC2)C(O)C(O)C1O (centres undefined)	22.1	-13.5	-0.2	28.2	24.6	20.9
COC(=O)c1cccc(C)c1C(=O)c1cc(C)cc2ccccc12	5.5	6.1	6.8	12.1	12.4	3.5
COc1ccc(C(=O)c2ccc(OC)cc2OC)cc1	3.0	21.4	1.7	-4.2	-23.1	1.3
COc1cc2c(cc1OC)C1CCc3ccccc3CN1CC2 (centres undefined)	-15.8	-6.8	-25.5	0.7	8.9	3.1
O=C(CSc1nnc(-c2ccc(Cl)cc2)s1)Nc1nccs1	-17.1	-27.4	-14.2	-12.9	-10.6	-33.0
CC(C)N(CCC#N)C(=S)Nc1cccc2ccccc12	12.2	19.6	10.1	17.1	14.9	-8.2
CCCC(=O)OCC(COC(=O)CCC)OC(=O)CCC	4.9	-17.4	-8.3	-26.8	24.6	7.1
O=C(O)CN(CCO)CCO	-16.8&-27.9	12.2&21.4	-16.6&7.7	-21.6&-17.9	1.4&-29.1	10.1&-18.0
O=C=Nc1ccc(Cl)c(Cl)c1	-13.7	-43.0	-29.4	-19.9	-9.1	-19.1
